Compound activity: PubChem BioAssay, National Center for Advancing Translational Sciences (NCATS)
SMN2 splice enh – SMN2 splice variant enhancement; Potency, µM (doses to about 46.1 µM), inactives show top-dose activity change, positive = activation, usual class: activators; 210,000 compounds, 2.8% hits; HEK293 SMN2-luciferase splicing reporter, luminescence, 30-36 h; note: % of control where 0% means no effect; nearly all actives have a fitted effect of over 55% in size
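qHTS luciferase splicing reporter: luminescence rises when SMN2 exon 7 is included in transfected HEK293 cells. Compound exposure lasted 30-36 h at 37C, with 4.5 mM final sodium butyrate as control, followed by a ONE-Glo read.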
KDM4E inh – inhibitors of human JMJD2E histone demethylase | 230,000 compounds, 1.6% hits | B2RXH2 | Potency, µM (highest dose often 57.1 µM), inactives show top-dose activity change, negative = inhibition, actives largely listed as inhibitors | AID 2147 | JMJD2E catalytic domain, FDH-coupled NADH fluorescence (FDH is formaldehyde dehydrogenase); active = well fitted inhibition curve with a large enough effect, not every such curve was filed as active; inconclusive = small, poorly fitted or top-dose-only effect, or another doubt; inactive = no such curve, though single readings can be large or run the other way;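 note: 0% = wells with enzyme and -100% = buffer wells without enzyme; nearly all actives have a fitted effect of over 50% in size; many of its hits are not listed in these tables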
ALDH1A1 block – inhibitors of human aldehyde dehydrogenase 1A1. AID 1030. 220,000 compounds, 7.3% hits. P00352. Potency, µM (top dose mostly 75.3 µM), for the others: top-dose activity, negative = inhibition, hits mostly inhibitors. Purified ALDH1A1, NADH fluorescence, propionaldehyde substrate; active = well fitted inhibition curve with a large enough effect, not every such curve was filed as active; inconclusive = small, poorly fitted or top-dose-only effect, or another doubt; inactive = no such curve, though single readings can be large or run the other way;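 note: plate controls were no enzyme wells and a reference inhibitor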
LMNA splice mod – LMNA splicing modulation; AID 1487; HeLa LMNA splicing GFP/RFP minigene ratio, 48 h; Potency, µM (doses to about 46.1 µM), inactives show at the highest dose ratio change, negative = inhibition, most hits filed as inhibitors; 200,000 compounds, 0.01% hits; active = well fitted inhibition curve with a large enough effect in the signal ratio, with a control signal flat, not every such curve was filed as active; inconclusive = small, poorly fitted or top-dose-only effect, or effect the other way, or a change in a side signal; the % refers to the signal ratio; note: % is set by controls: 0 for no effect and ±100 for the full control effect
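S3 HeLa cells stably expressing lamin A-EGFP splicing minigene plus DsRed2, 600 cells/well, 48 h compound exposure at 37C. Laser-scanning cytometry; analysed as GFP (500-530 nm)/RFP (575-640 nm) total intensity ratio; 0.5% DMSO vehicle.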
RECQ1 inh – RECQ1 (human) helicase inhibition; RECQ1 DNA unwinding, red fluorescence kinetic read; Potency, µM (doses to about 57.3 µM), for inactives: at the highest dose activity, negative = inhibition, usual class: inhibitors; 240,000 compounds, 0.54% hits; AID 2549;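 note: plate controls were vehicle for no effect and no enzyme for full effect; nearly all actives have a fitted effect of over 30% in size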
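50 nM RECQ1T1 preincubated 15 min with compound in Tris pH 8.0 buffer with MgCl2, DTT, Tween-20 and 2.5 ug/ml poly(dI-dC); started with 200 nM TAMRA/BHQ-2 forked duplex and 2 mM ATP. Unwinding read as fluorescence (525/598 nm), two reads 2 h apart.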
Luc counter – Kinase-Glo luciferase inhibition (counter-screen); Q27757; Kinase-Glo luciferase, ATP luminescence, 8 min; Potency, µM (series often up to 38.3 µM), inactives show top-dose activity change, negative = inhibition, hits mostly inhibitors; 200,000 compounds, 0.28% hits; note: % is set by controls: 0 for no effect and ±100 for the full control effect; nearly all actives have a fitted effect of over 60% in size
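Substrate mix (final 50 mM imidazole pH 7.2, 50 mM KCl, 7 mM MgCl2, 10 uM ATP, 0.01% Tween 20, 0.05% BSA) plus pin-tool compound, then Kinase-Glo detection mix; 8 min ambient, luminescence read.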
Tau ThT inhib – tau fibrillization inhibition (ThT binding) | recombinant tau K18 P301L (four-repeat tau fragment), heparin-induced fibrillization, ThT fluorescence | Potency, µM (titrated, usually from 57.4 µM), for inactives: at the top dose activity, negative = inhibition, most hits filed as inhibitors | 270,000 compounds, 2.1% hits; note: % is set by controls: 0 for no effect and ±100 for the full control effect; nearly all actives have a fitted effect of over 55% in size
Target sequence (P10636 561-689 P618L limits assumed): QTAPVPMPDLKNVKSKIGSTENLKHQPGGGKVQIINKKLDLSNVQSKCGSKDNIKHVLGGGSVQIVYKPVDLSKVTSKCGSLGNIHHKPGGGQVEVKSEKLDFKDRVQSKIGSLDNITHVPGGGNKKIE
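Recombinant human tau K18 fragment […] carrying P301L, 15 uM unlabeled plus 0.24 uM Alexa 594-labeled, was fibrillized with 20 uM heparin in 100 mM sodium acetate pH 7 for 6 hr at 37 C; 30 uM ThT fluorescence read after 1 hr.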
L3MBTL1 block – inhibitors of human L3MBTL1; 230,000 compounds, 0.66% hits; AID 485360; Potency, µM (series often up to 57.1 µM), for inactives: at the highest dose activity, negative = inhibition, usual class: inhibitors; AlphaScreen L3MBTL1–H3K9me1 peptide binding; Q9Y468; note: % is set by controls: 0 for no effect and ±100 for the full control effect; nearly all actives have a fitted effect of over 60% in size
Target sequence (Q9Y468 whole entry, looked up): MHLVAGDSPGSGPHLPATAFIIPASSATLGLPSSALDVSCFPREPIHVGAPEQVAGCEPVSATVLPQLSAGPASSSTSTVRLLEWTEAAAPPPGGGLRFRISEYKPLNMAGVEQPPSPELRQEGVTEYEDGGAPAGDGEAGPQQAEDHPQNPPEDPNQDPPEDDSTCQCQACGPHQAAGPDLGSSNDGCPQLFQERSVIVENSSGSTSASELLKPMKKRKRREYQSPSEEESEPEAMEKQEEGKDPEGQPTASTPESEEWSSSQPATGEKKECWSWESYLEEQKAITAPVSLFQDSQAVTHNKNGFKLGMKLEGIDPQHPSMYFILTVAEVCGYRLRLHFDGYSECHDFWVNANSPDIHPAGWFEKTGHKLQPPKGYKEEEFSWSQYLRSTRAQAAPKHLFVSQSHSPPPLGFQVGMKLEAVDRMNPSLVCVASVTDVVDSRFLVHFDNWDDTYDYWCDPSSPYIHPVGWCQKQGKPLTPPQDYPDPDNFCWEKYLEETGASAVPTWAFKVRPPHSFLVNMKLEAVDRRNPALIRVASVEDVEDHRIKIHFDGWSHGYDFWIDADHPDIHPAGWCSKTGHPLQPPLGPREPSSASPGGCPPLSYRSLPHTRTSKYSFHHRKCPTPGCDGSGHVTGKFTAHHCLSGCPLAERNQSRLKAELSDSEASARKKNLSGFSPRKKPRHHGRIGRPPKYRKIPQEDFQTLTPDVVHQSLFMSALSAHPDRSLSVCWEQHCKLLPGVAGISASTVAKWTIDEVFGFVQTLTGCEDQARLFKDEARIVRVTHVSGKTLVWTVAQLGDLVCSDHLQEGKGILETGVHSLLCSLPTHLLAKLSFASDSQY
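L3MBTL1 50 nM + b-AHA-H3(1-15)K9me1 75 nM, 30 min RT; compound added, 30 min RT; streptavidin donor/Ni-chelate acceptor beads 10 ug/mL each final, 30 min RT dark; AlphaScreen read.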
Starred values were filed as active, the others as inactive; i = inactive; u = inconclusive; x = no result given; [ ] = dose if it differs, or a comment. Unless noted, calls come from the whole dose curve; as a rule, active = well fitted curve in the direction sought with a large enough effect; inconclusive = small, poorly fitted or top-dose-only effect, or another doubt; inactive = no such curve, though single readings can be large; an effect the other way counts as inactive or inconclusive. Potency is the fitted concentration of half-maximal effect. These rows are one share of the data; count on the stated rates, not on these rows.

Molecule	SMN2 splice enh	KDM4E inh	ALDH1A1 block	LMNA splice mod	RECQ1 inh	Luc counter	Tau ThT inhib	L3MBTL1 block
Cc1cc2c(N=NC(=O)CCc3ccccc3)c(O)[nH]c2cc1Br	u	10%	7%	-10%	-14%	-2%	u	-8%
O=C(Nc1nc2ccccc2s1)c1ccc2c(c1)S(=O)(=O)c1ccccc1C2=O	x	-1%	0%	x	-13%	x	u	-1%
COc1ccc(-c2nnc(NC(=O)c3ccc(S(=O)(=O)N4COCC4(C)C)cc3)o2)cc1	-85%[inhibitor]	u	-13%	u	i	1%	u	14%
CCCC(CCC)C(=O)Nc1ccc2c(c1)N(C(=O)CN1CCN(C)CC1)c1ccccc1CC2	x	-11%	10%	-19%[46 µM]	i	3%	-11%	-6%
CCc1nnc(NS(=O)(=O)c2ccc(NC(=S)NC(=O)c3ccc(F)cc3)cc2)s1	3%	-7%	u	-6%	2%	1%	-10%	1%
CCCCOc1ccc(-c2nnc(-c3ccncc3)o2)cc1	x	u	u	u	-11%	x	u	2%
CCc1ccc(OCC(=O)O/N=C(\N)Cc2ccc([N+](=O)[O-])cc2)cc1	-4%	8%	u	u	-14%	0%	u	12%
CC(=O)c1cc(C#N)c(SCC(=O)O)nc1C	-22%	-4%	1%	2%	i	-4%	-15%	x
CCCn1c(SCC(=O)Nc2nc(-c3ccc(OC)cc3)cs2)nc2c1c(=O)n(C)c(=O)n2C	-12%	0%	5%	-6%	-3%	4%	7%	2%
CC(C)c1onc(C(=O)N(C)Cc2ccccc2)c1[N+](=O)[O-]	u	4%	5%	u	9%	-1%	5%	0%
S=C(NCc1ccccc1)NCc1ccc(CNC(=S)NCc2ccccc2)cc1	29%	2%	-9%	1%	7%	-1%	10%	-4%
Cc1nn(C(=O)c2cccs2)c(C)c1CN1C(=O)c2ccccc2C1=O	-16%	4%	0%	29%	-3%	7%	-11%	x
COc1ccccc1-c1c(C)c(C)nc(N)c1C#N	1%	u	u	22%	-9%	-1%	5%	-11%
O=C(CNC(=O)c1cccs1)N/N=C/c1c[nH]c2ccccc12	14%	2%	-1%	x	i	-3%	u	x
C=CCSC1=NN2CCS(=O)(=O)N=C2S1	1%	-3%	2%	15%[46 µM]	-10%	1%	-2%	3%
Cc1[nH]nc(Nc2ccccc2)c1[N+](=O)[O-]	-8%	1%	-3%	15%	-12%	-1%	u	4%
CC1(c2ccccc2)NC(=S)N2C1NC(=S)N2c1ccccc1 (stereo not given)	12%	-5%	32µM*	15%	-13%	3%	-14%	x
C=CCO/N=C(/C)c1c(O)c(CC)c(-c2ccccc2)n(-c2ccccc2)c1=O	-10%	-8%	-8%	-3%	3%	-4%	u	-9%
Cc1ccc(Cl)cc1Nc1nc(-c2sc(NC(=O)c3ccccc3)nc2C)cs1	-16%	u	20µM*	5%	i	-10%	u	-14%
COc1ccc(CNc2ncnc3cc(Cl)ccc23)cc1	x	-1%	1%	x	-8%	2%	-1%	5%

Structures listed above printed as active in ALDH1A1 block.
structure,SMN2 splice enh,KDM4E inh,ALDH1A1 block,LMNA splice mod,RECQ1 inh,Tau ThT inhib,L3MBTL1 block
CC1(c2ccccc2)NC(=S)N2C1NC(=S)N2c1ccccc1 (stereo not given),12%,-5%,32µM*,15%,-13%,-14%,x
Cc1ccc(Cl)cc1Nc1nc(-c2sc(NC(=O)c3ccccc3)nc2C)cs1,-16%,u,20µM*,5%,i,u,-14%

Reformatted field by field: entries from further up.
> Cc1ccc(Cl)cc1Nc1nc(-c2sc(NC(=O)c3ccccc3)nc2C)cs1
  SMN2 splice enh: -16%	KDM4E inh: u	ALDH1A1 block: 20µM*	LMNA splice mod: 5%	RECQ1 inh: i	Luc counter: -10%	Tau ThT inhib: u	L3MBTL1 block: -14%
> COc1ccc(CNc2ncnc3cc(Cl)ccc23)cc1
  SMN2 splice enh: x	KDM4E inh: -1%	ALDH1A1 block: 1%	LMNA splice mod: x	RECQ1 inh: -8%	Luc counter: 2%	Tau ThT inhib: -1%	L3MBTL1 block: 5%

Following part.
Molecule	SMN2 splice enh	KDM4E inh	ALDH1A1 block	LMNA splice mod	RECQ1 inh	Luc counter	Tau ThT inhib	L3MBTL1 block
CCOC(=O)c1cc(NC(=O)COc2ccc([N+](=O)[O-])cc2)cc(C(=O)OCC)c1	-4%	-5%	4%	2%	-5%	-2%	-3%	7%
COC(=O)CSc1nc2sc(C)c(C)c2c(=O)n1C	-8%	7%	13%	-10%	-5%	-2%	-2%	-1%
Nc1nc(CN2CCN(Cc3ccccc3)CC2)nc(Nc2ccccc2)n1	-5%	-19%	u	2%	i	-2%	-4%	u
O=C(NCCc1ccncc1)Nc1ccccc1	-6%	5%	14%	-6%	-4%	1%	-4%	-6%
CCCNCc1cc(OC)c(OCc2ccccc2)cc1Br	0%	-1%	-7%	-12%[46 µM]	-13%	2%	1%	4%[11.4 µM]
O=c1c2oc3ccccc3c2[nH]c(=S)n1-c1ccc(F)cc1	19%	-24%	-6%	7%[9.22 µM]	-9%	1%	-17%	x
O=C(Nc1nc(-c2cccs2)c(C(=O)C(F)(F)F)s1)c1ccccc1	-92%[inhibitor]	-15%	0%	u	-1%	-2%	u	-14%
O=C(c1ccccc1)N1CC(COc2ccccc2)OC(c2cccnc2)O1 (stereo not given)	-6%	4%	-16%	3%[0.0737 µM]	-22%	2%	-1%	1%
Cc1nn(Cc2ccccc2Cl)c(Cl)c1/C=C/C(=O)OCC(=O)NC(N)=O	3%	5%	1%	-1%	-10%	3%	-6%	x
COc1cccc(N(C(=O)CNC(=O)c2ccco2)C(C(=O)NC2CCCC2)c2ccncc2)c1 (stereo not given)	14%	-5%	-12%	-4%	-8%	-1%	2%	-6%
CC(=O)c1cccc(NC(=O)c2ccc(N(Cc3ccccc3)S(C)(=O)=O)cc2)c1	-4%	5%	-7%	-3%	i	-2%	-3%	x
Cc1cccc(N(C)C(=O)c2cc3cc4ccc(C)cc4nc3o2)c1	8.9µM*	u	5%	u	-5%	0%	-29%	-7%
O=C(Nc1nnc(SCC(=O)N2CCCCC2)s1)c1cccs1	u	-1%	u	-4%	-1%	-1%	-6%	6%
CCc1nnc(SCC(=O)Nc2ccccc2)nc1CC	-12%	3%	5%	2%	i	2%	0%	-3%
Cc1nc2c3ccccc3n(CCN3CCCCC3)c2s1	6%	5%	7%	-7%	-17%	-2%	-7%	x
Cc1ccc(-c2noc(CN(C(=O)C34CC5CC(CC(C5)C3)C4)C(C)C)n2)cc1	-7%	0%	-1%	3%	-10%	-7%	-8%	-3%
CCC(=O)c1ccc2c(c1)N(CCCN(C)C)c1ccccc1S2	-38%[inhibitor]	3%	4%	u	i	0%	u	x
FC(F)(F)c1ccccc1-c1nc(N2CCNCC2)c2ccccc2n1	0%	u	u	4%	-6%	-2%	-10%	x
COC(=O)c1nnn(CC(=O)Nc2cccc(Cl)c2C)c1C(=O)OC	7%	-3%	0%	2%	-5%	-2%	-2%	x
CCC(C(=O)c1ccc2ncccc2c1)c1ccccc1 (stereo not given)	-57%[inhibitor]	-7%	-17%	u	-2%	-2%	-8%	3%

Structures shown so far that contain a furan ring, fused or not (three):
Molecule	SMN2 splice enh	KDM4E inh	ALDH1A1 block	LMNA splice mod	RECQ1 inh	Luc counter	Tau ThT inhib	L3MBTL1 block
O=c1c2oc3ccccc3c2[nH]c(=S)n1-c1ccc(F)cc1	19%	-24%	-6%	7%[9.22 µM]	-9%	1%	-17%	x
COc1cccc(N(C(=O)CNC(=O)c2ccco2)C(C(=O)NC2CCCC2)c2ccncc2)c1 (stereo not given)	14%	-5%	-12%	-4%	-8%	-1%	2%	-6%
Cc1cccc(N(C)C(=O)c2cc3cc4ccc(C)cc4nc3o2)c1	8.9µM*	u	5%	u	-5%	0%	-29%	-7%

Arranged by the number under Tau ThT inhib (highest first): some entries from above
SMILES,Tau ThT inhib
COC(=O)c1nnn(CC(=O)Nc2cccc(Cl)c2C)c1C(=O)OC,-2%
CCOC(=O)c1cc(NC(=O)COc2ccc([N+](=O)[O-])cc2)cc(C(=O)OCC)c1,-3%
Cc1nc2c3ccccc3n(CCN3CCCCC3)c2s1,-7%

Other entries
Molecule	SMN2 splice enh	KDM4E inh	ALDH1A1 block	LMNA splice mod	RECQ1 inh	Luc counter	Tau ThT inhib	L3MBTL1 block
COc1ccc(C(OCC2CO2)c2ccc(OC)cc2)cc1 (stereo not given)	9%	5%	5%	x	i	-3%	-3%	x
C[C@@H]1C(c2ccc(F)cc2)=NN(c2ccc(Br)cc2)[C@H]1C(=O)N1CCOC1=O	x	x	u	x	25µM*	1%[39.9 µM]	u	45%[activator]
NC[C@](O)(CS(=O)(=O)O)c1ccc(Cl)cc1	x	7%	6%	x	-12%	5%	-3%	x
CN(C)c1ccc(NC2=C(Cl)C(=O)c3ccccc3C2=O)cc1	-83%[inhibitor]	7%	u	u	i	-14%	7.9µM*	16µM*
S=C(Nc1cccc(Br)c1)N1CCn2cccc2C1c1cccnc1 (stereo not given)	-22%	-1%	-7%	x	-15%	2%	-3%	x
Cn1c(=O)c2c(nc(NCCCO)n2Cc2cccc(C(F)(F)F)c2)n(C)c1=O	-26%	-5%	3%	-18%	-14%	2%	3%	4%
CCn1c(SCC(N)=O)nnc1-c1ccc2[nH]c(C)c(C)c2c1	19%	5%	2%	29%	-8%	1%	-8%	-7%[11.4 µM]
Cc1ccc(Cn2cccc2C2=NC(C)CO2)cc1 (stereo not given)	12%	-1%	4%	19%	-16%	1%	u	x
